Source: PubChem BioAssay (National Center for Advancing Translational Sciences (NCATS))
NTMT1 inh = inhibitors of human N-terminal methyltransferase NTMT1 | actives 2.5% (n = 59,000) | NTMT1 MTase-Glo SAH luminescence, purified enzyme | Potency, µM (doses to about 114 µM), for inactives: at the top dose activity change, negative = inhibition, most hits filed as inhibitors | AID 1645870; active means well fitted inhibition curve with a large enough effect; inconclusive means small, poorly fitted or top-dose-only effect;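 further: plate controls were DMSO vehicle for no effect and no enzyme for full effect; nearly all actives have a fitted effect of over 65% in size; many of its hits are not listed in these tables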
Target sequence (Q9BV86 whole entry, looked up): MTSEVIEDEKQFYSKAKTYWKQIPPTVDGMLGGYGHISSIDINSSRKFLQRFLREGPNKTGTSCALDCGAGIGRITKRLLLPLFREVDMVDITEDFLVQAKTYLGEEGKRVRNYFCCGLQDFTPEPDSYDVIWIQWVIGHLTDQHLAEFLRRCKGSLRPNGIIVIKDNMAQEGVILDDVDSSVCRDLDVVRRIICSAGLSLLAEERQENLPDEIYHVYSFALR
Starred values were filed as active, the others as inactive; ? = inconclusive; & = joins results of further samples; [ ] = another dose, or the depositor's remark. Potency means the concentration at half of the fitted maximal effect. Some of the compounds tested; rates above refer to the full screens.

SMILES	NTMT1 inh
Cc1ccc(-c2cc(C(=O)NCc3ccc(S(N)(=O)=O)cc3)c3ccccc3n2)cc1C	-9%
CN1CCN(c2cccc(CNc3nn4c(=O)c5ccccc5nc4s3)c2)CC1	7%
O=S(=O)(Nc1ccc(-c2ccccc2)cc1)c1ccc(NCc2ccc(Br)cc2O)cc1	2%
CCOC(=O)C1CCN(C(=O)C(C)(C)NC(=O)Nc2ccc3ccccc3c2)CC1	6%
Cc1ccnc(NC(=S)N2CCN(c3ccc(N)cc3)CC2)c1	?
FC(F)(F)c1ccccc1-c1nc(NCc2ccc(-c3cccc(Cl)c3)cc2)c2ccccc2n1	18%
Cc1cc(C)n2ncc(C(=O)Nc3cccc(C(F)(F)F)c3)c2n1	18%
COc1ccc(C(=O)N(Cc2ccccc2)Cc2ccco2)c(O)c1	-1%
Cc1cc2c(s1)c1cnn(Cc3ccc(C(F)(F)F)cc3F)c(=O)c1n2C	11%
NNc1ccc(NC(=O)c2cccs2)cn1	4%
Cc1ccccc1Nc1nc(C#N)nc(NC2CCCC2)n1	-11%
FC(F)(F)c1ccccc1-c1nc(NCc2ccc(-c3ccc(Cl)c(Cl)c3)cc2)c2ccccc2n1	-8%[57.5 µM]
O=C(CCc1ccc(O)cc1)c1c(O)cc(O)cc1O[C@@H]1O[C@H](CO)[C@@H](O)[C@H](O)[C@H]1O	15%
COc1cc(O)c(C(CC(=O)N2CCC(c3ccccc3)CC2)c2ccc3c(c2)OCO3)c(OC)c1 (stereo unspecified)	3%
Cc1ccccc1NC(=O)CN1C(=O)N/C(=C\c2cccn2-c2cccc(C(=O)O)c2)C1=O	-1%[57.5 µM]
COc1ccc(C2=Nn3c(nnc3-c3ccccc3F)SC2)cc1OC1CCCC1	?
O=C(c1ccccc1)N(C(=O)c1ccccc1)c1ncnc2c1C(c1ccccc1)c1c(ccc3ccccc13)O2 (stereo unspecified)	7%
Cc1cc2c(s1)c1cnn(Cc3ccc(F)c(C)c3)c(=O)c1n2C	-17%
Cc1ccc(C)c(SC2=N[S+](=O)([O-])c3cc(C(=O)Nc4ccc5ncccc5c4)ccc32)c1	-2%
Cc1c(P(=S)(c2ccccc2)c2ccccc2)[n+]2ccccc2n1Cc1ccccc1	-8%
O=C(O)CNc1cccc(-c2nn3c(=O)cc(N4CCNCC4)nc3s2)c1	0%
O=C1C2=C(CN1c1ccccc1)NC(Nc1nc3ccccc3o1)=NC2c1ccccc1Cl (stereo unspecified)	4%
Cc1ccc(S(=O)(=O)Nc2ccncc2C(=O)Nc2nc(-c3ccccc3)cs2)cc1	?
N/C(=N\c1nnc(-c2ccncc2)s1)Nc1ccc(Cl)c(Cl)c1	5%[57.5 µM]
CCCCC(=O)OCC(=O)[C@]1(O)Cc2c(O)c3c(c(O)c2[C@@H](O[C@H]2C[C@H](NC(=O)C(F)(F)F)[C@H](O)[C@H](C)O2)C1)C(=O)c1c(OC)cccc1C3=O	-5%

(list continues)
SMILES	NTMT1 inh
COc1ccc(-c2nnc3n2N=C(c2c(OC)cccc2OC)CS3)cc1OC	?
Cc1cc(-c2nc(Nc3ccc(F)c(F)c3)c3ccccc3n2)ccn1	?
COc1ccnc(NC(=S)N2CCN(c3ccc(Cl)cc3Cl)CC2)c1	?
COc1cc(F)c(S(=O)(=O)N2CCCN(S(=O)(=O)c3cccc(NC(C)=O)c3)CC2)c(F)c1	-1%
O=[S+]([O-])(/C=C/c1nc(Nc2cc(F)cc(F)c2)c2ncn(CC(F)F)c2n1)c1ccccc1	6%[57.5 µM]
COc1ccnc(NCc2ccc(O)c3ncccc23)c1	0%
COc1ccc(N2C(=O)N(c3c(C)cccc3Cl)Cc3cnc(Nc4ccc(C5CCN(C)CC5)cc4OC)nc32)nc1	-2%
COc1ccccc1-c1ncc(C)c(NCc2ccc(-c3cccnc3)cc2)n1	?
CC#Cc1cncc(-c2ccc3c(c2)[C@@]2(N=C(C)C(N)=N2)C2(CCC(OC)CC2)C3)c1 (stereo partly specified)	-5%
COc1ccccc1C1=Nn2c(nnc2-c2ccccc2C)SC1	-20%&-12%[57.5 µM]
COc1ccc(C2c3c(n(CCCc4ccccc4)cnc3=N)Oc3ccc4ccccc4c32)cc1OC (stereo unspecified)	?
O=C(Nc1cccc(-c2nn3c(=O)cc(N4CCNCC4)nc3s2)c1)C1CCNCC1	-11%
Cc1ccnc(NC(=S)N2CC3CN(c4ncc(C(F)(F)F)cc4Cl)CC3C2)c1 (stereo unspecified)	?
Fc1cnc(-c2ccccc2C(F)F)nc1NCc1ccc(-n2ccnn2)cc1	-9%
C[n+]1cc(C(O)(c2ccccc2)c2ccccc2)n2ccccc21	15%
NC(=O)C1CCN(c2nc(-c3cccc(Cl)c3)cs2)CC1	-15%
CC1(C)OB(c2ccc(O)c3ncc(N4CCNCC4)cc23)OC1(C)C	79µM*
COc1cccc(CNc2ncnc3ccc(-c4c(C)noc4C)cc23)c1	-10%[57.5 µM]
Fc1cccc(CNc2ncnc3ccc(-c4ccc5c(c4)OCO5)cc23)c1	2%
Cc1ccc(OCCn2c(CCNC(=O)Cc3cc(F)ccc3F)nc3ccccc32)cc1	-12%
O=C(OCc1c(-c2ccccc2)no[n+]1[O-])c1ccccc1	15%
COc1cc(OC)cc(-c2nnc3n2N=C(c2ccc(OC)c(OC)c2)CS3)c1	?
Cc1ccc(S(=O)(=O)Nc2cc3c(cc2C(=O)Nc2nc(-c4ccccc4)cs2)OCO3)cc1	-16%
Cc1cc2c(s1)c1c(C)nn(Cc3ccccc3F)c(=O)c1n2C	6%
Cc1cc2c(s1)c1cnn(Cc3cc(F)cc(F)c3F)c(=O)c1n2C	-15%

Reformatted: entries from further up
Molecule | NTMT1 inh
COc1cc(OC)cc(-c2nnc3n2N=C(c2ccc(OC)c(OC)c2)CS3)c1 | ?
Cc1ccc(S(=O)(=O)Nc2cc3c(cc2C(=O)Nc2nc(-c4ccccc4)cs2)OCO3)cc1 | -16%

The list goes on.
SMILES	NTMT1 inh
COc1cc2c(NC3CCN(C4CCCCC4)CC3)nc(N3CCCN(C(C)C)CC3)nc2cc1OCCCN1CCCCC1	20µM*
c1nc(N2CCC(N3CCCC3)CC2)c2cc(-c3ccc4c(c3)OCO4)ccc2n1	?
Cc1ccc(-c2ccc(=O)n(CCN)n2)cc1	4%
CCC(C)N(C)C(=O)Cn1nc(-c2ccc(C)cc2)ccc1=O (stereo unspecified)	7%
O=[S+]([O-])(c1ccc2c(c1)OCCO2)N1CCN([S+](=O)([O-])c2ccccc2Br)CC1	7%
CN(CCc1ccco1)c1ncnc2ccc(-c3ccc4c(c3)OCO4)cc12	?
O=C(Nc1ccc(Cl)c(S(=O)(=O)N2CCOCC2)c1)c1ccc(S(=O)(=O)N2CCOCC2)cc1	-29%
Nc1cccc(S(=O)(=O)N2CCN(S(=O)(=O)c3c(F)cccc3F)CC2)c1	8%
Cc1ccc(OCCn2c(CCNC(=O)c3c(F)cccc3F)nc3ccccc32)cc1	12%
N#Cc1ccnc(N2C(=O)CC[C@H]2C(=O)N(c2cncc(F)c2)C(C(=O)NC2CC(F)(F)C2)c2ccccc2Cl)c1 (stereo partly specified)	6%
C=C1C(=O)O[C@@H]2[C@H]3C(C)=CC[C@@]34O[C@@]4(C)CC[C@@H]12	-18%
Cc1ccc(-c2ccc(=O)n(CC(=O)NCCc3ccccn3)n2)cc1	11%
COc1ccc(Cn2c(C)nnc2-c2cnn(C)c2N)cc1OC	6%
COc1ccc(-c2nnc3n2N=C(c2c(OC)cccc2OC)CS3)cc1	5%
COc1ccc(C2c3c(ncn(CCc4ccccc4)c3=N)Oc3ccc4ccccc4c32)cc1OC (stereo unspecified)	?
Cc1cc(N[S+](=O)([O-])c2ccc(NC(=O)Cn3c(=O)oc4ccc(Cl)cc43)cc2)no1	17%
Cc1ccc(S(=O)(=O)Nc2cnccc2C(=O)Nc2nc(-c3ccc(Oc4ccccc4)cc3)cs2)cc1	45µM*
CC1=C(C(=O)Nc2nc3ccccc3s2)C2(CCCC2)N=C(Nc2nc3ccccc3o2)N1	2%[57.5 µM]
Cc1ccc(-c2ccc(=O)n(CCNCCc3ccccc3)n2)cc1	-1%
O=C1CCCC2=C1C(c1[nH]ncc1Cl)N=C(c1nc3ccccc3o1)N2 (stereo unspecified)	6%
CN(C)CCCNC(=O)c1ccc(-c2cnc3c(O)ccc(C(=O)O)c3c2)cc1	3%[57.5 µM]
COc1nnc2ccc(N3CCC(c4ccc(OCCN5CCN(C)C(=O)[C@H]5C)cc4)CC3)nn12	7%
O=C(CNC(=O)c1ccc(Cl)cc1)OC(C(=O)Nc1cc(C(F)(F)F)ccc1Cl)c1ccccc1 (stereo unspecified)	-2%[57.5 µM]
CC(C)(C)N[S+](=O)([O-])c1cccc(-c2nnc(SCC(=O)Nc3ccc(C(=O)O)cc3)n2-c2ccccc2)c1	-6%
Cc1cc(C)n2ncc(C(=O)NCc3ccccc3)c2n1	-1%[57.5 µM]

Some of these compounds in order of length of the SMILES, highest first:
SMILES	NTMT1 inh
O=S(=O)(Nc1ccc(-c2ccccc2)cc1)c1ccc(NCc2ccc(Br)cc2O)cc1	2%
Cc1cc2c(s1)c1cnn(Cc3cc(F)cc(F)c3F)c(=O)c1n2C	-15%
COc1cccc(CNc2ncnc3ccc(-c4c(C)noc4C)cc23)c1	-10%[57.5 µM]

(list continues)
SMILES	NTMT1 inh
Fc1cccc(CSc2nc3ncc(Br)cc3[nH]2)c1	-9%
Cc1ccc(OCCn2c(CCNC(=O)c3cccc(F)c3)nc3ccccc32)cc1	-6%
Cn1cc(/C=C2\C(=O)Nc3cccnc32)c2ccccc21	45µM*
CC(=O)Nc1sc2c(c1-c1ccc3nsnc3c1)CCNC2	7%
COc1cc2nc(N3CCN(C)CC3)nc(NCCN(C)C)c2cc1OC	4%
CC(C)Oc1cccc(-c2csc(N3CCC(C(N)=O)CC3)n2)c1	-30%[379 µM]
CC(C)(C)C(=O)N1CCN(c2cccc(Nc3nn4c(=O)c5ccccc5nc4s3)c2)CC1	5%
CCCn1c(-c2ccc(F)cc2)nc2c(NCCN3CCCCC3)nc(C)nc21	-5%
CCCCNc1nc(C)nc2c1nc(-c1ccccc1)n2C1CCN(Cc2ccccc2)C1 (stereo unspecified)	5%
O=S(=O)(Nc1nccs1)c1ccc(NCc2cccc(O)c2)cc1	-12%
CCOC(=O)c1cc2c([nH]1)CCCC2=O	-14%
Cc1ccc(-c2ccc(=O)n(CC(=O)NCCc3ccccc3)c2)cc1	-7%
COc1ccc(C(=O)Nc2nc(-c3ccccc3)cs2)cc1NS(=O)(=O)c1ccc(C)cc1	-4%
Cc1cnc(-c2ccccc2CO)nc1NCc1ccc(-c2cccnc2)cc1	4%
Cc1cc(C)cc(Oc2ccc(CNC(=O)[C@H](C)N)cc2C)c1	1%
Oc1ccc(CNc2cccc(C(F)(F)F)c2)c2cccnc12	-6%[57.5 µM]
COc1ccc(C2NC(=O)c3ccccc3N2)cc1COc1c(C)cc(NC(C)=O)cc1C (stereo unspecified)	0%
Cc1cccc(CNc2ncnc3ccc(-c4ccc5c(c4)OCCO5)cc23)c1	9%
COc1ccc(-c2nc3ccccc3c(=O)n2Cc2ccccc2)cc1CNc1ccc(NC(C)=O)cc1	30%
COCCN(CCOC)c1nc(C)nc2c1nc(-c1ccccc1)n2CCN(C)C	-7%
Cc1nnc(-c2cnn(C)c2N)n1CCCn1ccnc1	-15%[57.5 µM]
COc1ccc2[nH]c3c(c2c1)CCN[C@]31CS[C@@H]2c3c(OC(C)=O)c(C)c4c(c3[C@H](COC1=O)N1[C@@H]2[C@H]2c3c(cc(C)c(OC)c3O)C[C@@H]([C@@H]1O)N2C)OCO4	9%[29.8 µM]
O=C1CCCC2=C1C(c1[nH]ncc1Cl)NC(=NCc1ccoc1)N2 (stereo unspecified)	9%
CCOc1ccccc1-c1nnc2n1N=C(c1cc(OC)cc(OC)c1)CS2	3%
Cc1ccc(NC(=O)CSc2nnc(-c3cccc([S+](=O)([O-])N4CCCC4)c3)n2-c2c(C)cccc2C)cc1	-4%

Some of the entries above in a different format:
mol: Cc1cccc(CNc2ncnc3ccc(-c4ccc5c(c4)OCCO5)cc23)c1
  NTMT1 inh: 9%
mol: COc1ccc(-c2nc3ccccc3c(=O)n2Cc2ccccc2)cc1CNc1ccc(NC(C)=O)cc1
  NTMT1 inh: 30%
mol: COCCN(CCOC)c1nc(C)nc2c1nc(-c1ccccc1)n2CCN(C)C
  NTMT1 inh: -7%
mol: Cc1nnc(-c2cnn(C)c2N)n1CCCn1ccnc1
  NTMT1 inh: -15%[57.5 µM]

(list continues)
SMILES	NTMT1 inh
Cc1ccc(S(=O)(=O)Nc2ccccc2C(=O)Nc2nccs2)cc1	25%
N#Cc1cccc(CSc2nc3ncc(Br)cc3[nH]2)c1	-7%
O=C1c2ccccc2C(=O)N1c1ccc2ccccc2n1	8%
CC(=O)Nc1ccccc1OC1=N[S+](=O)([O-])c2ccccc21	6%
O=C(Nc1ccc(-n2cncn2)c(C(F)(F)F)c1)Nc1nnc(-c2ccncc2)s1	-18%[57.5 µM]
Cc1cnc(-c2ccccc2C2COC2)nc1NCc1ccc(-c2cccnc2)cc1	-1%&-4%
CNc1oc(-c2cccc3ccccc23)nc1C(=O)OC	?
O=c1c2[nH]c3ccsc3c2cnn1Cc1ccccc1F	2%
N#CN1CCC(NC(=O)c2ccc(C(F)(F)F)cc2)CC1	10%
CCCCN(C)C(=O)Cn1nc(-c2ccc(OC)cc2)ccc1=O	8%
Cc1ccc(NC(=O)c2ccc3c(c2)CCC(=O)N3)cc1C	?
COc1cc(Cn2ncc3c4sc(C)cc4n(C)c3c2=O)cc(OC)c1	?
